CBFb RUNX1 block – qHTS Assay for Compounds Blocking the Interaction Between CBF-beta and RUNX1 for the Treatment of Acute Myeloid Leukemia; Runt-related transcription factor 1 (Homo sapiens) + Core-binding factor subunit beta …; AlphaScreen CBFb-His/RUNX1-biotin binding, biochemical; Potency, µM (doses to about 59.8 µM), for inactives: at the top dose activity, negative = inhibition, actives largely listed as inhibitors; 230,000 tested, under 10 active; note: % of control where 0% means no effect
Target sequence (Q01196 whole entry, looked up): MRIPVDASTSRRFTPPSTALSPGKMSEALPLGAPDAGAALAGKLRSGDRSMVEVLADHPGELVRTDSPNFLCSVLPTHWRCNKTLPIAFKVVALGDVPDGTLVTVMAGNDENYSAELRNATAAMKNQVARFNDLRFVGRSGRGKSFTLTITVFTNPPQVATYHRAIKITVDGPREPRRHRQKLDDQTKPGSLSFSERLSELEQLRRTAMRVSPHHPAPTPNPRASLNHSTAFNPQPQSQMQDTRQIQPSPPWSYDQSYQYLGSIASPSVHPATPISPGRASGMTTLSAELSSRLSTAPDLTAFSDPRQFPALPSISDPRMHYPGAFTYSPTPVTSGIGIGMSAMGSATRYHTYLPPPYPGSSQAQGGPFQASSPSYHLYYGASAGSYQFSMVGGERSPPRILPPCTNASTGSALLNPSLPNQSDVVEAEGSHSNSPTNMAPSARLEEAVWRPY
Target sequence (Q13951 whole entry, looked up): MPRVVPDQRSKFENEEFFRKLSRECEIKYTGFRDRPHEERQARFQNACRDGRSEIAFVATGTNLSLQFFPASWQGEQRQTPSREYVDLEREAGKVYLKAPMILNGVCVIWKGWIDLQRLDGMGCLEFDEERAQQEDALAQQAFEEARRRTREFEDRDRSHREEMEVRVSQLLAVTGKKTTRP
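Compounds were screened at multiple concentrations against a preformed CBF-beta(His)/RUNX1(biotin) complex (30 nM of each) for 15 min at room temperature, followed by 90 min with nickel and streptavidin beads and AlphaScreen reading.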
Tau fibril FP – qHTS for Inhibitors of Tau Fibril Formation, Fluorescence Polarization | K18 P301L tau heparin fibrillization, Alexa594 FP, 6 h | AID 1468, 2008 | hit rate 0.39% among 280,000 | Potency, µM (doses to about 57.7 µM), without a hit: top-dose activity, negative = inhibition, usual class: inhibitors | Microtubule-associated protein tau (Homo sapiens), P10636; note: potency is the fitted concentration of half-maximal effect; % is set by controls: 0 for no effect and ±100 for the full control effect; nearly all actives have a fitted effect of over 55% in size
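Human K18 P301L fragment (15 uM unlabeled plus 0.24 uM Alexa 594-labeled) in 100 mM sodium acetate pH 7 with compound, aggregation induced by 20 uM heparin for 6 hr at 37 C. ThT (30 uM) added for 1 hr, then Alexa 594 FP read.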
Epigenetic reg – Quantitative High-Throughput Screen for Regulators of Epigenetic Control; murine LDR cells, GFP reporter derepression, 30 h; Potency, µM (top dose mostly 53.9 µM), for inactives: at the top dose GFP activation, hits mostly activators; hit rate 0.2% among 280,000; AID 1865, 2009; note: potency is the fitted concentration of half-maximal effect; % of control where 0% means no effect; nearly all actives have a fitted effect of over 60% in size
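GFP-positive cell count by laser-scanning cytometry (objects 20–120 um) after 30 h, 37 C compound exposure of murine LDR cells; reporter is CMV-GFP integrated at a silenced locus, inducible by HDAC or DNMT inhibitors.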
TexasRed fluor – Total Fluorescence Counterscreen for Inhibitors of the Interaction of Thyroid Hormone Receptor and Steroid Receptor Coregulator 2. TRb/SRC2 Texas Red total fluorescence interference. Potency, µM (titrated, usually from 106 µM), without a hit: at the highest dose fluorescence change, negative = quenching. AID 1479, 2009. hit rate 0.29% among 280,000; active = well fitted curve in either direction with a large enough effect; inconclusive = small, poorly fitted or top-dose-only effect; note: potency is the fitted concentration of half-maximal effect; % is set by controls: 0 for no effect and ±100 for the full control effect
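Human TRβ ligand-binding domain (0.6 uM) and Texas Red SRC2 peptide (20 nM) in Tris buffer with 1 uM T3 and 5% DMSO were incubated with pinned compound for 5 hr at ambient temperature. Total fluorescence was computed as S + 2P (555/632 nm).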
Tau fluor counter – Counterscreen qHTS for Inhibitors of Tau Fibril Formation, Fluorescence Polarization; hit rate 0.93% among 280,000; tau K18 P301L (four-repeat tau fragment) Alexa594 fluorescence, heparin fibrillization; Potency, µM (titrated, usually from 57.7 µM), for the others: top-dose activity change, negative = decrease; AID 1463, 2008; note: potency is the fitted concentration of half-maximal effect; % is set by controls: 0 for no effect and ±100 for the full control effect; nearly all actives have a fitted effect of over 55% in size
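Human K18 P301L tau (15 uM unlabeled plus 0.24 uM Alexa 594-labeled, final) in 100 mM sodium acetate pH 7 was mixed with compound and 20 uM heparin and incubated 6 hr at 37 C.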
aGal spleen mod – qHTS Assay for Inhibitors and Activators of Human alpha-Galactosidase From Spleen Homogenate. Alpha-galactosidase A (Homo sapiens), P06280. human spleen homogenate, 4MU-alpha-Gal fluorescence, 40 min. Potency, µM (doses to about 80 µM), without a hit: at the highest dose activity change, negative = inhibition, usual class: inhibitors. hit rate 0.008% among 240,000. AID 2107, 2009;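 note: potency is the fitted concentration of half-maximal effect; 0% = enzyme with vehicle and -100% = no enzyme basal signal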
Target sequence (P06280 32-429 limits assumed): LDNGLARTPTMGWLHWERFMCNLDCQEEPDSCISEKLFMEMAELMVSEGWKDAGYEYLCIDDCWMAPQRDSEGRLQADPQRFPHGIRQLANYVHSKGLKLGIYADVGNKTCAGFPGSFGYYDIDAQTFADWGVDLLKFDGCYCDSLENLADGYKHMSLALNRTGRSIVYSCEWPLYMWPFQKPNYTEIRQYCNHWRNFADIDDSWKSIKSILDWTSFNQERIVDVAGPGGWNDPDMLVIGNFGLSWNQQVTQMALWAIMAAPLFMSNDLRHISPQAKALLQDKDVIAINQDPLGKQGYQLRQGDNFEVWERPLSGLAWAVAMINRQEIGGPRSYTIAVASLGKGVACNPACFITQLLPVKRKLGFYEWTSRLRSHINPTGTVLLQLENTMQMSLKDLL
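Human spleen homogenate (1 ug) as enzyme source, 4-methylumbelliferyl-alpha-D-galactopyranoside 1 mM final, citrate/phosphate pH 5.0 with 0.01% Tween-20. Compounds 40 min at 37C, NaOH/glycine stop; fluorescence Ex 365/Em 440, Hill-fit AC50.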
NPSR antag – qHTS Assay for Antagonists of the Neuropeptide S Receptor: cAMP Signal Transduction. AID 1461, 2008. hit rate 1% among 220,000. CHO-NPSR cells, cAMP TR-FRET, antagonist mode. Potency, µM (doses to about 38.3 µM), for inactives: top-dose activity change, negative = inhibition, actives largely listed as inhibitors. Q6W5P4; note: potency is the fitted concentration of half-maximal effect; % is set by controls: 0 for no effect and ±100 for the full control effect; nearly all actives have a fitted effect of over 50% in size; many of its hits are not listed in these tables
TRb-SRC2 inh – qHTS for Inhibitors of the Interaction of Thyroid Hormone Receptor and Steroid Receptor Coregulator 2; TRbeta-SRC2 peptide binding, fluorescence polarization; receptor liganded with 1 µM T3; hit rate 0.065% among 280,000; Thyroid hormone receptor beta (Homo sapiens), P10828; Potency, µM (highest dose often 106 µM), inactives show top-dose activity change, negative = inhibition, actives largely listed as inhibitors;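 note: potency is the fitted concentration of half-maximal effect; plate controls were bound peptide for no effect and peptide without receptor for full effect; nearly all actives have a fitted effect of over 50% in size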
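Human TRb ligand-binding domain (0.6 uM) is mixed with 20 nM Texas Red SRC2 peptide and 1 uM T3; after compound addition and 5 hr at ambient temperature, polarization is measured and normalized to unbound and bound controls.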
* hit, by the source's call; ? = inconclusive; . = not tested or not shown; & = joins results of further samples; [ ] = remark or other dose. Unless noted, calls come from the whole dose curve; as a rule, active = well fitted curve in the direction sought with a large enough effect; inconclusive = small, poorly fitted or top-dose-only effect, or another doubt; inactive = no such curve, though single readings can be large; an effect the other way counts as inactive or inconclusive. The list is partial; count on the stated rates, not on these rows.

Below each compound – CBFb RUNX1 block	Tau fibril FP	Epigenetic reg	TexasRed fluor	Tau fluor counter	aGal spleen mod	NPSR antag	TRb-SRC2 inh
Cc1c(NC(=O)C(C)OC(=O)c2cc(Cl)nc(Cl)c2)c(=O)n(-c2ccccc2)n1C (stereo not given)
 : -3%	2%	1.5%	-4%	2%	-9%	12%	-2%
C[C@@H]1C[C@](C)(C(=O)c2ccc3c(c2)OCO3)C=C1c1ccc2c(c1)OCO2
 : 11%	-2%	0.0%	-1%	-11%	-6%	.	5%
CN(C)c1ccc(C(=O)OCC(=O)NC2CCCCCC2)cc1
 : 7%	6%	12%	0%	-12%	3%	-15%	-4%
CN(C(=O)c1ccc2c(c1)N(Cc1cccc(Cl)c1)C(=O)c1ccccc1S2=O)C1CCCCC1 (stereo not given)
 : .	-4%	-1.1%	-23%	-7%	.	.	1%
O=C(CNC(=O)c1cccc(Br)c1)N/N=C/c1ccc[nH]1
 : -11%	0%	1.4%	-5%	0%	-2%	7%	2%
CCOc1ccccc1NC(=O)CCS(=O)(=O)c1cccc2nsnc12
 : .	-2%	1.8%	0%	-2%	.	.	5%
O=C(COC(=O)/C=C/C(=O)N1CCN(c2ccccc2)CC1)NCc1ccc(F)cc1
 : 15%	-1%	-1.0%	0%	-6%	4%	-3%	-8%
O=C(NC(=S)Nc1ccccc1N1CCCC1)c1cccs1
 : -22%	-1%	0.0%	-3%	?	3%	?	-7%
COC(=O)c1ccccc1C[C@]1(C(=O)OC)C=C[C@H](C)[C@@H](c2ccccc2)N1C(=O)C(F)(F)F
 : 6%	-4%	-1.1%	-2%	-10%	7%	.	6%
COc1ccc(CNc2nc(NCc3ccc(OC)cc3)n(S(C)(=O)=O)n2)cc1
 : 4%	1%	-1.1%	5%	-6%	-3%	-18%[46.1 µM]	-2%
COc1ccc2c(c1)O[C@@H](c1ccc3c(c1)OCO3)[C@H](OC(=O)NCCOc1ccccc1)C2=O
 : -4%	1%	-0.3%	-1%	-4%	1%	.	-9%
Cc1ccc(CNC(=O)Cn2c(=O)c3sccc3n(Cc3ccc([N+](=O)[O-])cc3)c2=O)cc1
 : -1%	14%	1.1%	7%	6%	-4%	-5%	-1%
COC(=O)c1ccc(NC(=O)Nc2ccccc2C)cc1
 : -6%	0%	1.4%	-1%	0%	-6%	-1%	-6%
CCN(CC)c1ccc(/C=c2\sc3nc4ccccc4n3c2=O)c(O)c1
 : ?	-6%	?	50µM*[fluorescent]	-29%	10%	-19%	-19%
COc1cc2nc(N3CCN(C(=O)C4CCCO4)CC3)nc(N)c2cc1OC (stereo not given)
 : -4%&-19%&-4%&6%	3%&2%&9%&-1%	-1.0%&1.9%&1.1%&0.0%	-2%&-2%&0%&-9%	5%&-17%&-2%&-12%	?	-15%[46.1 µM]	2%&-5%&6%&-9%
Cc1ccc(S(=O)(=O)NC(C(=O)N2CCOCCOCCOCC2)c2ccccc2)cc1 (stereo not given)
 : 9%	4%	0.1%	-1%	5%	-4%	10%	-3%
c1ccc(N=P(N2CCOCC2)(N2CCOCC2)N2CCOCC2)cc1
 : -1%	-7%	0.7%	-6%	0%	8%	1%[46.1 µM]	3%
COc1ccc(NC(=O)CN(c2cccc(C)c2C)S(=O)(=O)c2ccccc2)cc1OC
 : .	12%	0.3%	-2%	?	.	.	5%
CS(=O)(=O)N1CCN(Cc2ccc(C(F)(F)F)cc2)CC1
 : 6%	4%	0.0%	-4%	-10%	-7%	-3%[46.1 µM]	4%
Fc1ccc(Cc2cn3cc(-c4ccc(F)cc4)nc3s2)cc1
 : .	-14%	1.0%	-6%	-16%	.	.	9%
Cc1ccccc1-c1nsc(SCC(=O)Nc2ccc3c(c2)OCO3)n1
 : -1%	?	4.0%	0%	-23%	-9%	-8%	19%
CC1=C(C(=O)Nc2cccnc2)C(c2ccccc2)n2nc(-c3ccc(O)cc3)nc2N1 (stereo not given)
 : .	-11%	1.6%	-5%	-6%	.	.	9%
COc1ccc(-c2nc(CSCC(=O)NCc3ccc4c(c3)OCO4)c(C)o2)cc1OC
 : -4%	0%	-1.0%	1%	0%	-9%	0%	-9%
O=C(O)CCCC(=O)Nc1ccc(Br)cc1
 : -1%	1%	4.6%	-2%	-3%	2%	-5%[46.1 µM]	-4%
COc1ccc(CNC(=O)C2=C(C)C(=O)OC23CCCCC3)cc1OC
 : .	0%	2.6%	3%	-13%	.	.	-2%
CN(C)C(=O)N1CCC(C(=O)NC2CCCCCCC2)CC1
 : 8%	5%	0.0%	1%	1%	0%	-4%[46.1 µM]	-14%
Cc1ccc2c(c1)N(CCC(=O)NCc1cccs1)C(=O)C(C)O2 (stereo not given)
 : 0%	-1%	-1.3%	-1%	-4%	0%	-11%[46.1 µM]	2%
CC1=C(c2ccc(C)c(C)c2)S(=O)(=O)N=C1N1CCC(C(=O)Nc2cccc(F)c2)CC1
 : .	-16%	0.8%	-4%	-15%	.	.	5%
COC(=O)c1cn(NC(=O)c2ccc(F)cc2)c(=O)c2ccccc12
 : 3%	2%	0.9%	-1%	-3%	1%	-14%[46.1 µM]	-12%
N#Cc1ccccc1NC(=O)CSc1ccc([N+](=O)[O-])cn1
 : 3%	-6%	-0.1%	-3%	-11%	4%	7%	5%
COc1cc(/C=N/NC(=O)C(N)=O)ccc1OCC(=O)N1C(C)CCCC1C (stereo not given)
 : 4%	-4%	1.1%	-4%	-8%	2%	6%	-3%
Cc1cc2nnc(SC(C)C#N)n2c2ccccc12 (stereo not given)
 : 16%	6%	2.2%	-6%	4%	-1%	1%[46.1 µM]	0%
O=C(c1ccccn1)N1N=C2/C(=C/c3ccc(F)cc3)CCCC2C1c1ccc(F)cc1 (stereo not given)
 : -10%	-1%	-1.0%	0%	-2%	-2%	-33%	4%
FC(F)Oc1ccccc1NC(=S)Nc1cccc(Cl)c1Cl
 : 2%	4%	-1.0%	-2%	-4%	1%	1%	-3%
C=CCn1c(SCC(=O)O)nc2sc(CC)cc2c1=O
 : 3%	9%	-2.1%	0%	-3%	10%	0%	-3%
CSc1nc(Cc2ccc(Cl)cc2)nc2ccccc12
 : 8%	-7%	-1.2%	-2%	-14%	-7%	-5%[46.1 µM]	-8%
CCOC(=O)c1ccc(CSc2nnc(C)n2N)o1
 : 0%	-3%	-1.5%	1%	-7%	-3%	2%[46.1 µM]	-1%
COc1ccc(Oc2nc(SC)nc3ccccc23)cc1
 : 21%	-13%	1.7%	0%	-18%	-3%	-16%[46.1 µM]	-4%
O=C(Nn1c(-c2ccc(Cl)cc2)nc2ccccc2c1=O)c1cccnc1Cl
 : 0%	4%	2.8%	0%	2%	7%	15%	-4%
Cc1cccc(C)c1Nc1nnc(SC/C(O)=C(\C#N)c2nc3ccccc3[nH]2)s1
 : -30%	10%	3.9%	-9%	?	5%	-4%	9%
COC(=O)c1ccc(CNC(=O)COC(=O)C23CC4CC(CC(C4)C2)C3)cc1
 : 10%	9%	-1.1%	-9%	-14%	1%	12%	10%
CCOc1ccc2nc(NC(=O)NC3CCCCC3)sc2c1
 : 3%	-8%	1.3%	-3%	?	2%	-35%	7%
CCOC(=O)N1CCN(S(=O)(=O)c2ccc3c(c2)oc(=O)n3C)CC1
 : 1%	12%	3.9%	0%	6%	-12%	-3%[46.1 µM]	2%
CCN(CC)Cc1c(NC(=O)c2ccccc2)sc(C)c1C
 : -8%	2%	15%	-1%	-16%	-5%	-8%	2%
COc1ccc(CNc2ncnc3c2c(-c2ccccc2)cn3-c2ccc(C)c(Cl)c2)cc1
 : .	1%	0.4%	-1%	1%	.	.	1%
CC(=O)Nc1ccc(N(C(=O)Cn2nnc3ccccc32)C(C(=O)NC2CCCC2)c2ccc(O)c(O)c2)cc1 (stereo not given)
 : -12%	-4%	-1.4%	-2%	-14%	1%	-14%	10%
Cc1nc(C)c(C(=O)C2=C(O)C(=O)N(CCCn3ccnc3)C2c2ccccc2)s1 (stereo not given)
 : -1%	-3%	0.0%	1%	2%	-1%	4%[46.1 µM]	-15%
NCCCCNS(=O)(=O)c1ccc2c(Cl)cccc2c1
 : 1%[21.7 µM]	3%	7.8%	-1%	-14%	-3%	.	-10%
CC(=O)c1ccc(NC(=O)C2Cc3ccccc3N2C(=O)c2ccccc2)cc1 (stereo not given)
 : .	-4%	7.9%	0%	-9%	.	.	-1%
CCOC(=O)C1CCCN(C2CC(=O)N(c3ccc(C)c(C)c3)C2=O)C1 (stereo not given)
 : 5%	4%	-1.1%	-5%	5%	-2%	-4%[46.1 µM]	7%

Remaining list, next part.
Below each compound – CBFb RUNX1 block	Tau fibril FP	Epigenetic reg	TexasRed fluor	Tau fluor counter	aGal spleen mod	NPSR antag	TRb-SRC2 inh
Cc1ccccc1CSCc1nc2ccccc2[nH]1
 : -6%	-4%	-1.1%	1.1µM*[quencher]	-8%	-1%	-7%	-15%[53 µM]
O=C(CNS(=O)(=O)c1ccc(Cl)cc1)N/N=C/c1ccco1
 : 4%	-3%	5.2%	0%	0%	-5%	-10%	-1%
CCOC(=O)C1(Cc2ccccc2)CCN(Cc2cc(=O)c3ccccc3[nH]2)CC1
 : 0%	9%	3.0%	-2%	-2%	0%	10%	-3%
O=C(OCC(=O)c1ccc(S(=O)(=O)N2CCCC2)cc1)C1=COCCO1
 : -7%	-1%	0.7%	4%	-5%	4%	-8%[46.1 µM]	2%
O=S(=O)(NC1CCCCC1)c1ccc(N2CCOCC2)nc1
 : 8%	-10%	-1.4%	-2%	-8%	4%	-3%[7.67 µM]	-6%

Screening results as filed in PubChem.
